High-throughput results (PubChem BioAssay)
Rv3671c inh: Rv3671c (M. tuberculosis) protease inhibition. inhibition, % at 5.96 µM. actives 0.048% (n = 320,000). AID 2606; in the data active = inhibition above about 38%;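 also: extracellular domain of Rv3671c used as enzyme; 0% = enzyme with DMSO and 100% = no enzyme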
Target sequence (P9WHR9 whole entry, looked up, the tested form may be a part): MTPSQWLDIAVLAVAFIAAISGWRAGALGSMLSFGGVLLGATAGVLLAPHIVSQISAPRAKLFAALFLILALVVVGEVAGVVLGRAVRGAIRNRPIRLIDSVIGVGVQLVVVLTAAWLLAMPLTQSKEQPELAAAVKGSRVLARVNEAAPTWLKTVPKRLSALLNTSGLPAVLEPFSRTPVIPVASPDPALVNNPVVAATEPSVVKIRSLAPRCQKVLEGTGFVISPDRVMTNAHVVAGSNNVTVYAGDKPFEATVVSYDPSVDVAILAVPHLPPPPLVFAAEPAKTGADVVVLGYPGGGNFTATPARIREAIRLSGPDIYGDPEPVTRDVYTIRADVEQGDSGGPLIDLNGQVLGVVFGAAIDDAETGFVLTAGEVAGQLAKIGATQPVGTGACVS
Yp Topo-I inh: Y. pestis Topo-I inhibition via cleavage products. Y. pestis Topo-I cleavage product accumulation, plate reader. activity, % at 10 µM. actives 0.064% (n = 360,000). AID 504884; in the data active = activity above about 50%, passing the limit was not always enough; inconclusive = no clear call, values can overlap the other calls; also: inactives centre near 2
TcdB GH inh: blocks C. difficile toxin B glycohydrolase activity; P18177; TcdB glycohydrolase enzymatic assay, plate reader; inhibition, % at 9.99 µM; actives 0.24% (n = 350,000); in the data active = inhibition above about 10%
VHR inh abs: inhibitors of human VHR1 phosphatase (DUSP3). P51452. recombinant VHR phosphatase, pNPP absorbance. inhibition, % at 13.3 µM. actives 0.52% (n = 290,000). AID 1654; in the data active = inhibition above about 50%; also: some compounds called inactive have numbers as strong as hits
Target sequence (P51452 whole entry, looked up): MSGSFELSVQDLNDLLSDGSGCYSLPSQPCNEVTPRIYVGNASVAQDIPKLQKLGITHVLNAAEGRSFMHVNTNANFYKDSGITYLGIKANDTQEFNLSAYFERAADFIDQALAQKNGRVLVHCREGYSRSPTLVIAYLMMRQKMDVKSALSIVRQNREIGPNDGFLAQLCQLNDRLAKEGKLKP
PriA SSB inh: inhibitors of Klebsiella pneumoniae PriA binding to SSB C-terminal tail; AID 1272365; AlphaScreen SSBct-PriA binding, biotinylated peptide; actives 0.6% (n = 430,000); inhibition, % at 33 µM; in the data active = inhibition mostly above about 37%, no sharp cut-off; inactive = mostly below about 20%;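 also: plate controls were negative control peptide for no effect and reference peptide for full effect; strong numbers were not always called active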
SARS 3CLpro inh: SARS-CoV 3CLpro protease inhibition; P0C6X7; actives 0.14% (n = 290,000); inhibition, % at 6 µM; recombinant SARS-CoV 3CLpro, quenched FRET peptide cleavage; in the data active = inhibition above about 12%
MazF activator: increases E. coli MazEF RNase cleavage of RNA. P0AE70. actives 0.32% (n = 350,000). activation, % at 20 µM. FAM/BHQ RNA-DNA oligo cleavage fluorescence, 5 h; in the data active = activation above about 50%
Target sequence (P0AE70 whole entry, looked up): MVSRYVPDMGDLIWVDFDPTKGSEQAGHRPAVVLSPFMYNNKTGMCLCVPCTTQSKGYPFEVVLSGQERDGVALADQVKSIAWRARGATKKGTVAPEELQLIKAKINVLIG
Anthrax LF prot: blocks Bacillus anthracis lethal factor protease; P15917; multiplex microsphere protease cleavage assay, LF; inhibition, % at 10 µM; actives 0.12% (n = 360,000); AID 588501; in the data active = inhibition above about 30%; inconclusive = no clear call, values can overlap the other calls; also: plate controls were buffer without enzyme for full effect and enzyme alone for no effect
PfHsp40 rescue: rescue of PfHsp40-mediated yeast toxicity. actives 0.68% (n = 340,000). growth rescue, % at 12.5 µM. S. cerevisiae expressing PfHsp40, growth rescue, ATP luminescence; in the data active = growth rescue above about 28%, passing the limit was not always enough; inconclusive = no clear call, values can overlap the other calls;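 also: yeast W303a lacking pdr1 and pdr3 grown in galactose medium; growth measured after three days at 30 °C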
BH1578 lux ind: induces V. cholerae light production without autoinducers | V. cholerae BH1578 lux reporter, luminescence, 6 h | activation, % at 18.7 µM | actives 0.16% (n = 350,000) | AID 588436; in the data active = activation mostly above about 9.7%, no sharp cut-off; inconclusive = no clear call, values can overlap the other calls; inactive = mostly below about 3.7%; also: not every result past the cut was called active; inactives centre near 0; reference of the scale not given here
Active calls of the source: *; i = inactive; ? = inconclusive; . = no result given; & = joins results of further samples. Only part of the results is shown; count on the stated rates, not on these rows.

entry | molecule | MazF activator | PriA SSB inh | SARS 3CLpro inh | Yp Topo-I inh | PfHsp40 rescue | TcdB GH inh | Rv3671c inh | BH1578 lux ind | VHR inh abs | Anthrax LF prot
1 | O=C(CSc1nnc(NC(=O)C2CC(=O)N(c3ccc(F)cc3)C2)s1)NC1CCCC1 (stereo unspecified) | -4 | 1 | -3 | 0 | -0.4 | 1.4 | 1 | i | -2 | 2
2 | CC(C)=CCC(C)(C)CNC(=O)NC1CCCCC1 | 6 | -5 | -4 | 10 | -1.2 | . | 0 | 1.4 | 18 | -1
3 | CC(=O)c1cc(-c2ccccc2)n(CC(=O)N2CCN(C3CCCC3)CC2)c1C | -5 | 7 | 3 | 12 | -1.1 | . | 3 | 0.9 | 21 | -2
4 | CCN(CC)c1ccc(NC(=O)COc2ccc(N(C)S(=O)(=O)c3cccs3)cc2)cc1 | -1 | -8 | 5 | 24 | 0.8 | 0.5 | 12 | 0.3 | 5 | -5
5 | N#Cc1ccccc1Sc1ccccc1C(=O)OCC(=O)N1CCN(C(=O)c2ccco2)CC1 | 2 | -7 | 1 | 35 | -0.6 | . | 4 | . | -29 | -2
6 | CN1CCC(N(C)C(=O)c2ccccc2F)CC1 | 8 | -5 | 12 | -7 | -0.6 | 1.1 | -5 | i | 2 | 1
7 | Cc1sc2ncnc(SCC(=O)NC(=O)c3cccn3C)c2c1C | -13 | 3 | 2 | -2 | 8.9 | 0.4 | -68 | -0.1 | -2 | 8
8 | COCCCNC(=O)CCc1c(C)nc2c(c(C)nn2-c2ccc(C)cc2)c1C | 3 | -4 | 5 | 15 | 1.6 | 2.0 | . | -0.5 | 10 | 3
9 | CCc1nc2c(OCc3ccccc3C(=O)OC)cccn2c1N(C)C(=O)c1ccncc1 | . | . | . | 4 | . | 1.1 | . | i | . | 0
10 | CCCCCn1c(=O)c(Cc2ccccc2)c(O)c2ccccc21 | -3 | 1 | 2 | 6 | 0.1 | . | -2 | -0.9 | 18 | 2
11 | COc1ccc(C(C)(O)c2nc(-c3cccc(C#N)c3)cs2)cc1 (stereo unspecified) | . | . | . | 6 | . | 0.1 | . | -0.4 | . | 1
12 | COc1ccc2c(c1OC)CN1CCc3cc4c(cc3[C@H]1C2)OCO4 | 4 | 5 | . | 14 | 10 | . | -1 | i | . | -3
13 | CCS(=O)(=O)c1cc([N+](=O)[O-])c(Sc2ccccc2N)s1 | -1 | -7 | 1 | -15 | -0.7 | -1.6 | -2 | -0.7 | -12 | -4
14 | O=[N+]([O-])c1cccc(S(=O)(=O)Nc2ccccn2)c1 | 2 | . | . | 1 | . | -0.8 | . | 1.4 | . | -6
15 | O=C1c2cc([N+](=O)[O-])ccc2-c2ncccc21 | -9 | 12 | 7 | -4 | -0.2 | 1.0 | -5 | -0.5 | 4 | -5
16 | O=C(COc1ccc(Cl)cc1)N(c1ccc(Cl)cc1)C1CN2CCC1CC2 (stereo unspecified) | 9 | 0 | 2 | -7 | 1.3 | 1.3 | 5 | -0.2 | 4 | -6
17 | c1ccc2c(-c3nn4nnnc4c4ccccc34)cccc2c1 | 4 | -10 | 0 | 1 | -0.5 | . | 3 | i | 24 | -5
18 | O=C1OCCC1Sc1nnc(-c2ccc(Br)cc2)o1 (stereo unspecified) | 8 | -14 | 5 | -9 | -1.3 | . | 4 | 0.5 | -1 | -2
19 | CCOc1ccc(/C=C2/C(=N)N3OC(C)=CC3=NC2=O)cc1OC | -2 | 15 | 1 | -2 | 3.9 | -3.5 | -9 | -0.4 | 8 | -1
20 | CC(C)Oc1cccc(C(=O)Nc2ccc(NC(=O)c3ccco3)cc2)c1 | -5 | -9 | -2 | 9 | 3.5 | . | -1 | i | -14 | -7
21 | COCc1cc(C)nc(OCC(=O)N/N=C/c2ccc(-c3cc([N+](=O)[O-])ccc3C)o2)c1C#N | -4 | . | 5 | 10 | 0.2 | . | 6 | i | -8 | 1
22 | COc1ccccc1/C=C/C(=O)NC(=S)N1CCN(C)CC1 | -1 | 7 | 1 | -5 | -0.7 | 0.6 | . | -0.3 | 13 | 0
23 | Cc1ccc(C2CC(c3cccs3)=NN2C(=O)CSc2nc(=O)n3ccc(C)cc3n2)cc1 (stereo unspecified) | . | 14 | . | 33 | 0.2 | 1.7 | -32 | i | . | 0
24 | O=C(Nc1ccc(Cl)c(Cl)c1)c1ccc(Cn2cc(Cl)cn2)cc1 | 28 | -28 | 4 | -10 | 0.2 | 0.8 | . | i | -21 | -1
25 | CCOc1ccc(CCNC(=O)CN2C(=O)NC3(CCCc4ccccc43)C2=O)cc1OCC (stereo unspecified) | 2 | 4 | . | 8 | 0.1 | 2.1 | -6 | i | . | 3
26 | CSc1n[nH]c(NCc2ccc(C)cc2)n1 | -8 | -1 | -4 | -1 | -0.4 | . | 2 | -0.2 | -18 | -16
27 | Cc1ccc(C2CC(c3ccc(F)cc3)Nc3nc(N)nn32)cc1 (stereo unspecified) | 8 | -5 | 2 | 3 | -0.9 | 1.2 | 2 | -0.4 | 21 | -11
28 | COc1ccc(Cl)cc1NC(=O)CCN1C(=O)C2C3CCC(C3)C2C1=O (stereo unspecified) | 3 | -15 | 0 | -1 | 0.5 | 0.4 | 1 | -0.3 | 11 | 0
29 | Cc1onc(-c2ccccc2)c1C(=O)Nc1ccc(-c2nnc3n2CCCCC3)cc1 | 5 | 0 | -3 | 22 | 0.8 | . | -11 | . | 15 | 4
30 | COc1ccc(C)cc1NC(=O)C(Sc1nnc(Nc2ccccc2F)s1)c1ccccc1 (stereo unspecified) | 17 | -6 | 5 | 5 | -1.0 | 0.5 | -57 | -2.6 | 23 | -2

An excerpt of these results, with two lines to a compound:
The line under a structure holds: MazF activator	PriA SSB inh	SARS 3CLpro inh	Yp Topo-I inh	PfHsp40 rescue	TcdB GH inh	Rv3671c inh	BH1578 lux ind	VHR inh abs	Anthrax LF prot
4. CCN(CC)c1ccc(NC(=O)COc2ccc(N(C)S(=O)(=O)c3cccs3)cc2)cc1
  -1	-8	5	24	0.8	0.5	12	0.3	5	-5
5. N#Cc1ccccc1Sc1ccccc1C(=O)OCC(=O)N1CCN(C(=O)c2ccco2)CC1
  2	-7	1	35	-0.6	.	4	.	-29	-2

New compounds follow:
entry | molecule | MazF activator | PriA SSB inh | SARS 3CLpro inh | Yp Topo-I inh | PfHsp40 rescue | TcdB GH inh | Rv3671c inh | BH1578 lux ind | VHR inh abs | Anthrax LF prot
31 | CCC1(C)NC(=O)N(/N=C/c2cc(OC)c(O)c(OC)c2)C1=O (stereo unspecified) | 10 | . | 2 | -4 | 0.0 | -14 | 5 | i | 14 | -2
32 | O=C(NC(c1ccccc1)c1ccccc1)c1ccc(Br)o1 | -3 | 1 | 5 | 1 | 0.4 | . | 0 | i | -10 | -4
33 | Cc1cc(C)cc(NC(=S)NCCc2ccc(S(N)(=O)=O)cc2)c1 | -4 | -6 | 0 | -2 | 0.0 | 1.4 | -23 | -0.1 | 4 | 2
34 | COCCN1CCN(c2cc(-c3ccccc3)nc3cc(-c4cccc(F)c4)nn23)CC1 | -3 | -28 | 3 | 4 | -1.1 | . | -10 | i | 26 | -6
35 | Cc1ccccc1NC(=O)c1ccc(C)c(S(=O)(=O)N2CCN(C)CC2)c1 | -13 | -12 | 6 | -5 | 0.7 | 0.4 | . | -0.2 | 8 | 3
36 | CCCC(=O)NC(=S)Nc1c(C)cc(Br)cc1C | 0 | -6 | 2 | 0 | 0.0 | . | -2 | -0.7 | . | -1
37 | CC(=O)Nc1ccc(C(=O)CSc2nnnn2C2CCCC2)cc1 | -12 | -5 | 3 | 1 | 0.9 | 1.4 | 4 | 0.0 | 21 | -6
38 | O=C(NC1CCN(C(=O)Nc2ccc(F)cc2)CC1)c1cccc(F)c1 | 3 | -13 | -5 | -7 | -1.3 | 0.0 | -10 | -0.3 | 10 | -1
39 | O=C(O)[C@H](Cc1ccccc1)NC(=O)N1CCN(c2ccccc2)CC1 | -1 | -2 | 3 | -1 | 0.0 | 0.9 | -8 | -0.3 | 23 | -2
40 | CC(C)Cn1c(SC(C)C(=O)NC2CC2)nnc1-c1ccccc1F (stereo unspecified) | 2 | -3 | . | 2 | 0.4 | 1.3 | 5 | -5.7 | . | 1
41 | CC(C)C(=O)Nc1c(C(=O)c2ccc(F)cc2)oc2ccccc12 | 2 | -20 | -1 | 3 | 1.4 | 1.4 | -1 | -0.1 | 21 | -2
42 | C/C(=N/NC(=O)c1cccc(N2CCCC2=O)c1)c1ccncc1 | -4 | . | -3 | -10 | 1.9 | -2.1 | 7 | 0.9 | 18 | -5
43 | CC1(C)C(C=C(Cl)Cl)C1C(=O)N1CCN(Cc2ccccc2)CC1 (stereo unspecified) | 0 | -16 | 4 | 15 | -0.3 | 0.0 | 3 | i | 26 | 0
44 | COc1ccc2[nH]cc(CCNS(=O)(=O)Cc3ccccc3)c2c1 | 2 | 10 | 0 | 7 | 0.9 | 1.1 | -5 | i | 0 | -3
45 | COc1ccc(CCNC(=O)c2oc3ccc(OC)cc3c2C)cc1 | -3 | -19 | 0 | 6 | 0.2 | -2.6 | 1 | i | 22 | 2
46 | CCN1CCN(Cc2c(O)ccc3c2O/C(=C\C=C\c2ccccc2OC)C3=O)CC1 | -32 | -5 | 4 | 2 | 1.1 | . | -1 | i | 10 | 8
47 | COc1cccc(C(=O)Nc2nc3ccc(S(C)(=O)=O)cc3s2)c1 | 11 | 14 | 1 | 4 | -2.2 | 1.2 | -8 | 0.0 | 8 | -2
48 | COc1ccc(N(CC(=O)NCc2cccs2)S(=O)(=O)c2c(C)nn(C)c2C)cc1 | 1 | 9 | -3 | 2 | -1.0 | 0.5 | -2 | 0.3 | -20 | 2
49 | O=C(COC(=O)c1c(F)cccc1Cl)NC1CCCC1 | 7 | -4 | -3 | 11 | 0.6 | -0.2 | -10 | -1.5 | 36 | 2
50 | CCOc1ccc(C(C)=O)cc1COc1ccc(-n2cnnn2)cc1 | 4 | 0 | 1 | 6 | 2.3 | . | 4 | 3.6 | -1 | 2
51 | O=C(O)CCC(=O)N1CCc2cc(S(=O)(=O)NCc3cccs3)ccc21 | -3 | -7 | 4 | -5 | -0.5 | . | 1 | -0.2 | 31 | -2
52 | COc1ccccc1N1CCN(C(c2cccs2)C(C)NC(=O)c2cccs2)CC1 (stereo unspecified) | 6 | 5 | 2 | -10 | 0.0 | . | 7 | -0.8 | -3 | -2
53 | COC(=O)c1ccc(COC(=O)CNS(=O)(=O)c2ccc(C)cc2)cc1 | 1 | -6 | 7 | -4 | -0.5 | 0.9 | -4 | i | 8 | -6
54 | O=C(CSc1ccc(Br)cc1)NCC(c1cccs1)N1CCOCC1 (stereo unspecified) | 1 | -4 | . | 19 | 0.3 | 1.9 | 0 | 11 | . | -2
55 | CC(C)C(=O)Nc1cccc(COc2ccccc2CN(Cc2ccccc2)C(=O)OC(C)(C)C)c1 | 0 | -7 | . | 0 | -1.0 | -0.7 | . | i | . | 4
56 | Cc1cccc(C(=O)N[C@H](C(=O)Nc2ccc3c(c2)OCO3)C(C)C)c1 | -5 | -6 | . | 8 | -1.7 | 0.9 | 4 | -0.9 | . | -2
57 | O=C(Nc1cccnc1)c1ccc2snnc2c1 | -2 | -1 | -9 | -7 | -0.9 | . | 2 | 0.3 | 3 | 0
58 | O=C(CCN1CCC(c2ccc(Cl)s2)=N1)c1ccc(Cl)s1 | -8 | -9 | 4 | 9 | . | -1.2 | -2 | -0.4 | 19 | ?
59 | COc1ccc(NC(=S)N2CCN(C/C=C/c3ccccc3)CC2)c(OC)c1 | 4 | 18 | -1 | -12 | 0.9 | . | -5 | -0.2 | 20 | -1
60 | COC(=O)c1cccc(NC(=O)CCN2C(=O)NC(C)(C)C2=O)c1 | 4 | . | . | -1 | . | -1.0 | . | -0.3 | . | -1
61 | C[C@H](CO)N1C[C@H](C)[C@@H](CN(C)Cc2ccc3c(c2)OCO3)OCc2cnnn2CCCC1=O | 5 | . | . | 11 | . | 0.2&-0.3 | . | 2.1 | . | -6
62 | Cc1ccccc1S(=O)(=O)/N=C(/c1ccccc1)N(C)C | 5 | . | -3 | -8 | 0.0 | 2.4 | -5 | i | 4 | -1
